Bioassay records from PubChem.
Peg3 prom inh = Peg3 promoter-driven luciferase inhibitors, primary screen, cell-based, HeLa, luciferase luminescence. HeLa PEG-Prom luciferase reporter, overnight. inhibition, % at 20 µM. 360,000 compounds, 1.7% hits;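 active means inhibition of at least 50% at 20 µM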
MITF TRPM1 inh = inhibitors of MITF-dependent TRPM1 promoter reporter, primary screen, cell-based, SK-MEL-5, single point, luciferase; SK-MEL-5 TRPM1 promoter luciferase, 24 h; inhibition, % at 12.5 µM; 330,000 compounds, 0.83% hits;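 active means mean inhibition across replicates of 60% or more, whatever share of single replicates reaches that level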; further: values of inactives mirror those of a sister screen read the other way
NR2E3 ag-1 = NR2E3 agonists in two-hybrid cells, primary screen, cell-based, luminescence, CHO-S, Gal4-NCOR/VP16-NR2E3; Photoreceptor-specific nuclear receptor (Homo sapiens), Q9Y5X4; luciferase; inhibition of corepressor binding, % at 3.98 µM; 360,000 compounds, 0.35% hits; AID 602229, 2012;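 active means inhibition above the mean of all tested compounds plus 3 SD, cut at about 70% in these data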;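 further: 0% = DMSO with NR2E3 transfected cells and 100% = cells lacking NR2E3 construct; higher means lower luciferase signal from less NR2E3 corepressor binding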
Target sequence (Q9Y5X4 whole entry, looked up, the tested form may be a part): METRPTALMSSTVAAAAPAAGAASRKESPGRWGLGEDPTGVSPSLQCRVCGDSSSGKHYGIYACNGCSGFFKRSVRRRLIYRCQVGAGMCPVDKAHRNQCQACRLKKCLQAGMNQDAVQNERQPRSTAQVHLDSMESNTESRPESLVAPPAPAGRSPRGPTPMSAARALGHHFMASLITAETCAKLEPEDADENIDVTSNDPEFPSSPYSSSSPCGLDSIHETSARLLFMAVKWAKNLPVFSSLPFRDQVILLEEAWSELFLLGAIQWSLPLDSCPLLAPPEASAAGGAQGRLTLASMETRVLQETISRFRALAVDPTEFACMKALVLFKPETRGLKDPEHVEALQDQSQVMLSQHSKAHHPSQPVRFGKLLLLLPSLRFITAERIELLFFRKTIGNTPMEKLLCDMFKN
Cardio protect = cardioprotection against H2O2-induced cell death, primary screen, uHTS, H9c2 cells, ATPLite luminescence; H9c2 cardiomyocytes, H2O2 injury protection, 2 h; protection from H2O2 cell death, % at 20 µM; 360,000 compounds, 0.63% hits;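 active means compounds giving at least 50% protection of heart cells from peroxide-induced death in the single-dose screen, raw or plate-pattern-corrected value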;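 further: 0% = DMSO wells with peroxide and 100% = DMSO wells without peroxide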
HIF-2a block = HIF-2a reporter inhibitors, primary screen, luminescence, 786-0 RCC cells | 786-0 RCC cells HIF-2a reporter, luciferase luminescence, overnight | inhibition, % at 18.8 µM | 360,000 compounds, 0.72% hits | AID 624352, 2012;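 active means inhibition of the luminescence signal of 40% or more relative to plate controls, in a single-dose primary screen at 18.75 µM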
HTR2A ag = mouse Htr2a agonists via beta-arrestin recruitment, primary screen, cell-based, luminescence; AID 624169, 2012; activation, % at 7.6 µM; CHO-K1 mHTR2A beta-arrestin complementation; percent of 30 µM serotonin response; 5-hydroxytryptamine receptor 2A (Mus musculus), P35363; 360,000 compounds, 0.66% hits;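 active means activation above a run cutoff, the mean activation of all tested compounds plus 3 SD, cut at about 14% in these data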;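 further: 0% = plate median of compound wells and 100% = 30 µM serotonin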
Target sequence (P35363 whole entry, looked up): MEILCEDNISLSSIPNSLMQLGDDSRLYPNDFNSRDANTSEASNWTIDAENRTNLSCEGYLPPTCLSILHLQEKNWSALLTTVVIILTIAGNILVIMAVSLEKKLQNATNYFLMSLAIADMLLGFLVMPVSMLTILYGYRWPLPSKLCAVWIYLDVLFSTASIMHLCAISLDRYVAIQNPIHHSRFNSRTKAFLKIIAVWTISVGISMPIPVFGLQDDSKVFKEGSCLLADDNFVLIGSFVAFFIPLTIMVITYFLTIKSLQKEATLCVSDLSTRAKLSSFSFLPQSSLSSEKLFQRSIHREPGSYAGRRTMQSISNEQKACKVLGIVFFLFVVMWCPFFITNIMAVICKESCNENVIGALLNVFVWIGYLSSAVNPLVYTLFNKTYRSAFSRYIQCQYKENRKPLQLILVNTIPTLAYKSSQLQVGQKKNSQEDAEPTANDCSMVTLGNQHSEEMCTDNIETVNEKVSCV
NR2E3 ag-2 = inhibitors of NR2E3-RetCOR corepressor binding, primary screen, NR2E3 agonist project, biochemical, TR-FRET, GST-NR2E3, biotin-RetCOR. inhibition of corepressor binding, % at 4.78 µM. 320,000 compounds, 0.12% hits. 1536-well. AID 2300, 2010;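 active means percent inhibition above the cutoff of mean plus 3 SD of all tested compounds, set per screening campaign, cut at about 20% in these data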;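 further: 0% = DMSO wells and 100% = biotin wells as full block of FRET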
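System: GST-NR2E3 and biotin-RetCOR proteins; probe or stimulus: 7 nM biotin-RetCOR; doses: compound at 4.8 µM, single dose; schedule: Compound–protein incubation for 5 h at 4 °C; detection: time-resolved FRET; read-out: percent inhibition; controls: biotin wells as high control, 0.6% DMSO wells as low control; format: 1536-well plates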
CaV13 FRET inh = Primary screen for inhibitors of IQ motif and Ca2+-dependent inactivation inhibitor domain binding in CACNA1D, Förster resonance energy transfer in living cells, …. HEK cells, CFP/YFP FRET ICDI-IQ, plate reader, 10 min; percent FRET-ratio fall versus neutral wells. inhibition, % at 12.3 µM. 340,000 compounds, 0.098% hits. AID 743397;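 active means mean replicate inhibition of at least 30% and at least 1% of replicates passing that level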;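 further: 0% = median of the neutral control wells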
iPSC survival up = enhancers of single-cell hiPSC survival, primary screen, ATPlite luminescence; 360,000 compounds, 0.044% hits; survival enhancement, % at 20 µM; 100% = ROCK inhibitor wells, 0% = DMSO; in the data active means survival enhancement above about 18%;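 further: cells exposed to compounds for 16 hours before the ATP read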
PDI inh = inhibitors of human PDI, primary screen, biochemical, turbidity, single point, plate reader; inhibition, % at 10 µM; PDI insulin aggregation turbidity, A650, 90 min; 350,000 compounds, 0.052% hits; Protein disulfide-isomerase (Homo sapiens), P07237; AID 588391, 2011;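 active means mean inhibition across replicates of 30% or more, whatever share of single replicates reach that level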;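 further: absorbance from insulin aggregation driven by PDI reduction with DTT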
Shn3 3UTR inh = reduction of Shn3 3'UTR firefly luciferase signal, primary screen, Schnurri-3 inhibitor project, cell-based, Clone20 osteoblasts, set 2. Clone20 osteoblast Shn3 3'UTR firefly luciferase, 24 h. inhibition, % at 12.5 µM. 360,000 compounds, 0.52% hits. AID 588674, 2011;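 active means mean inhibition of at least 75% with every replicate also reaching 75%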;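 further: 0% = median of neutral control wells and 100% = pilot-screen positive control compound; some compounds past the cut are filed as inactive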
Active calls of the source: *; . = not tested or not shown. This is a random part of the collection; 3.9% or so of the library scored in one or more.

SMILES | Peg3 prom inh | MITF TRPM1 inh | NR2E3 ag-1 | Cardio protect | HIF-2a block | HTR2A ag | NR2E3 ag-2 | CaV13 FRET inh | iPSC survival up | PDI inh | Shn3 3UTR inh
CCOC(=O)c1ccc(N2C(=O)c3n[nH]c(C)c3C2c2ccc(OC)c(OC)c2)cc1 (stereo not given) | 6 | 7 | -11 | 1 | 22 | -4 | -3 | -5 | -1.1 | -2 | 3
COc1ccc(CCN(C)C(=O)c2cccc(S(=O)(=O)N3CCN(c4ccc(F)cc4)CC3)c2)cc1OC | 24 | . | 61 | -19 | 9 | 2 | . | -7 | -0.7 | -7 | 61
COc1cc(OC)cc(C(=O)N[C@H](C(=O)OCC(=O)Nc2ccc(OC)c(OC)c2)C(C)C)c1 | 6 | . | 1 | 12 | 11 | 3 | 0 | -7 | -0.6 | -3 | -12
Cc1ccc(C(=O)NNC(=O)C2CCN(c3nccc(C)n3)CC2)cc1 | 11 | 10 | -14 | 1 | -7 | -1 | 0 | . | 1.2 | -2 | 5
O=C(c1cc(-c2cccs2)nn1-c1ccccc1)N1CCN(S(=O)(=O)c2ccccc2)CC1 | 57* | 6 | 27 | 2 | 6 | -2 | 0 | -6 | -0.4 | -2 | 21
O=C(Nc1nnc2n1CCS2)c1ccco1 | -3 | -2 | 28 | 0 | 2 | 1 | -1 | -7 | -0.6 | -2 | -21
COc1ccc(-c2nnc(SCC(=O)N/N=C/c3ccccc3C(=O)O)n2-c2ccc(Cl)cc2)cc1 | 12 | -2 | -18 | 2 | 3 | -1 | -2 | -1 | -0.6 | -1 | -4
Cc1noc(C)c1NC(=O)N(C)C[C@H]1Oc2ccc(NC(=O)Cc3ccccc3)cc2C(=O)N([C@H](C)CO)C[C@@H]1C | 8 | -2 | 8 | 3 | 14 | 0 | . | -12 | -0.9 | -8 | -3
Cc1ccc2c(c1)C(c1ccccc1)N(C(=O)c1ccccc1[N+](=O)[O-])CC(=O)N2 (stereo not given) | 20 | -1 | -19 | 9 | 23 | 2 | . | -3 | -0.1 | -31 | -5
COc1ccc(S(=O)(=O)NCc2ccccc2)cc1 | 10 | 6 | 6 | 0 | 8 | -3 | -2 | -6 | 3.9 | 8 | -10
CCc1ccc(CN(C)C(=O)c2cc(COc3cncc(Cl)c3)on2)cc1 | 5 | . | -22 | -12 | -28 | -4 | . | -9 | -3.0 | 4 | 18
CCC1CCCCN1C(=O)CSc1nnc(CNC(=O)c2c(F)cccc2Cl)o1 (stereo not given) | -9 | 16 | -2 | -1 | 12 | -7 | 3 | -2 | 0.3 | -2 | -10
CCOc1ccc(NC(=O)c2cn(-c3ccc(OCC)cc3)c(=O)c3cc(OC)c(OC)cc23)cc1 | 10 | 24 | -2 | 8 | 10 | -5 | -5 | -3 | -1.4 | 1 | 12
C/C(CC(=O)NCCCN1CCOCC1)=N\NC(=O)COc1cccc2ccccc12 | 3 | -1 | -22 | 9 | 4 | 0 | -1 | -5 | 2.9 | -21 | -1
O=C(CSc1nnc(Nc2ccccc2)s1)Nc1ccc(S(=O)(=O)N2CCOCC2)cc1 | -6 | 17 | -8 | -16 | -47 | 0 | -1 | -5 | -2.1 | -21 | 37
O=C(O)c1cccc(Nc2nc3ccccc3nc2NS(=O)(=O)c2ccccc2)c1 | -9 | 7 | -3 | 8 | 19 | -4 | . | -6 | -1.5 | -1 | -32
CC1(C)CC(=O)C2=C(C1)N(c1ccc(F)cc1)C(=O)C2(NC(=O)c1ccccc1F)C(F)(F)F (stereo not given) | 0 | -5 | -7 | 6 | 17 | 2 | 5 | -4 | -0.1 | -4 | -34
Nc1ccc(Cl)c(S(=O)(=O)Nc2ccc(Cl)cc2)c1 | 11 | -4 | 30 | 1 | 11 | -5 | 4 | -2 | -0.1 | -7 | 20
CCCCc1ccc(NC(=S)NCc2ccc(OC)cc2)cc1 | -36 | 1 | -8 | -13 | -56 | -3 | 0 | -6 | -4.2 | 7 | -1
COc1ccc(COCC(O)CN2CCC(C(N)=O)CC2)cc1OC (stereo not given) | -11 | 8 | -37 | 3 | 4 | 0 | -1 | -15 | 0.6 | -1 | 2
Cc1cc(=O)oc2cc(OCC(=O)N3c4ccccc4CC3C)ccc12 (stereo not given) | -10 | 25 | -47 | 12 | -34 | 3 | 1 | . | -5.1 | 25 | 8
Cc1ccc(CN2C(=O)CCSc3ccc(Cl)cc32)cc1 | 16 | -7 | 9 | -3 | 14 | 5 | -1 | -5 | -1.6 | -2 | 7
O=C(COC(=O)C12CC3CC(CC(C3)C1)C2)Nc1nc2c(F)c(F)c(F)cc2s1 | 0 | 9 | -16 | -24 | -38 | -1 | 0 | -3 | 2.8 | -20 | 22
COc1cccc(C2=NC(C)(C)NC(c3ccccc3O)C2)c1 (stereo not given) | -110 | -14 | -99 | -19 | -115 | 9 | 0 | . | -3.3 | 2 | -44
CCOC(=O)/C(=N\Nc1ccccc1Cl)N1CCN(C)CC1 | 27 | 1 | -3 | 1 | 7 | -4 | -3 | -5 | -0.3 | -11 | 3
Cc1cc(C(=O)OCC(=O)N2CC(=O)Nc3ccccc32)no1 | 18 | 10 | -23 | 3 | 18 | 2 | 6 | -10 | -3.3 | 3 | -3
Cc1ccccc1C(=O)N1CCC(C(=O)Nc2ccccc2N2CCCC2)CC1 | 12 | -3 | -17 | -4 | 1 | 7 | 2 | -6 | -0.1 | 7 | 4
COc1ccc(NC(=O)CCc2nc(-c3ccc(C)cc3)no2)c(OC)c1 | -6 | 3 | -6 | -17 | 3 | -4 | 0 | 0 | -3.2 | 6 | 9
COC(=O)c1ccccc1NC(=O)CSc1nncn1-c1ccccn1 | 14 | 9 | -28 | 1 | 15 | 8 | 0 | -7 | 0.2 | 6 | -11
NC(=O)C1CC(=O)N(c2ccc(OCC(=O)Nc3cccc(C(F)(F)F)c3)cc2)C1 (stereo not given) | 6 | 9 | 6 | -2 | 15 | -6 | -2 | . | 3.2 | -1 | -1
Cc1ccc(NC(=O)c2ccco2)c(NC(=O)c2ccc(Cl)cc2)c1 | 23 | -6 | -2 | -1 | 4 | -3 | -1 | -5 | 0.0 | 3 | 14
COc1ccccc1CNC(=O)c1nccnc1CO | 3 | 12 | -8 | -4 | 13 | 0 | . | -18 | -0.3 | -3 | -6
Cc1cc(C)c(C(=O)OCCNC(=O)c2cccnc2)cc1C | 6 | -5 | -8 | -4 | -7 | 0 | 1 | -8 | -1.5 | -6 | 28
CCOC(=O)C1=C(N)n2c(s/c(=C\c3cccnc3)c2=O)=C(C#N)C1c1cccnc1 (stereo not given) | -2 | -2 | -23 | 20 | 10 | 1 | . | -8 | 0.5 | 1 | -6
CCCCN1C[C@H](Cc2ccccc2)[C@@H](CC(=O)Nc2ccccc2)C1=O | 8 | -8 | -31 | 4 | 9 | -9 | 5 | -4 | -2.1 | 11 | -3
COCCCN1C(=O)C(CC(=O)NC2CC2)CC(C(=O)N2CCOCC2)=C1C (stereo not given) | -10 | . | 1 | 6 | 3 | 7 | . | -6 | -3.6 | . | -5
N=c1c(C(=O)NCCc2ccccc2)cc2c(=O)n3ccccc3nc2n1CC1CCCO1 (stereo not given) | 13 | -7 | -12 | 6 | 9 | 0 | 5 | 22 | 0.5 | -6 | 5
CN(C)c1ccc(NC(=O)CSCc2nc3c(nnn3Cc3ccc(F)cc3)c(=O)[nH]2)cc1 | -13 | 2 | -6 | 2 | -20 | -1 | -1 | . | 2.7 | -2 | 1
COc1ccc(N(C)S(=O)(=O)c2cccc(C(=O)NC3CCCC3)c2)cc1 | 15 | 6 | 0 | -1 | 16 | 4 | -1 | -6 | -0.2 | -3 | 32
O=C(CSc1nnc(-c2ccccc2F)n1C1CC1)Nc1ccc2[nH]c(=O)[nH]c2c1 | -3 | -11 | 1 | -2 | 5 | -1 | 2 | -2 | -0.1 | 3 | -20
CC(C)NC(=O)COc1coc(CN2CCN(c3cccc(Cl)c3)CC2)cc1=O | -12 | 7 | -28 | 1 | 9 | 5 | 1 | -3 | -0.4 | 2 | -27
COCCNC(=O)C1(C)CCCN(Cc2ccc(Cl)c(Cl)c2)C1 (stereo not given) | 10 | . | -14 | -2 | 13 | 1 | . | . | 1.5 | -1 | 4
COC(=O)Cn1ccc(-c2ccc(Cl)cc2)c(C#N)c1=O | -3 | 1 | 6 | 7 | 57* | 0 | -1 | -1 | -0.7 | -3 | -1
Cc1cc(NC(=O)C2CC2)ccc1NC(=O)c1cccs1 | -23 | -20 | -38 | -2 | -37 | 1 | -4 | -6 | -0.3 | -4 | -13
O=C1CCC(/C=C/c2ccccc2)=NN1Cc1ccccc1 | 14 | 10 | 12 | -6 | 14 | -1 | 3 | -1 | 3.6 | -5 | 21
O=C(CC1Sc2ccccc2NC1=O)NCc1ccccc1 (stereo not given) | 6 | 2 | -11 | 3 | -1 | 4 | 1 | -12 | -0.6 | 15 | 6
Clc1ccc(SCCCCn2cncn2)cc1 | -16 | 0 | -2 | 2 | -21 | -2 | 0 | . | -0.8 | -1 | -4
CC(=O)N(Cc1cc2cc(C)c(C)cc2n2nnnc12)CC1COCCO1 (stereo not given) | 8 | 5 | -21 | 9 | 6 | 4 | -2 | . | -0.7 | 0 | 18
FC(F)(F)c1cccc(N2CCN(CC3CC4C=CC3C4)CC2)c1 (stereo not given) | 10 | 3 | 7 | -11 | -4 | -1 | -5 | . | 0.2 | 11 | 1
COc1ccccc1NC(=O)CSc1nnc(C)o1 | 3 | 2 | -4 | 8 | 5 | -2 | 2 | -5 | 2.2 | -10 | 22
O=C(O)c1ccc(/C=C/C(=O)c2ccc3c(c2)OCCCO3)cc1 | -34 | 10 | -116 | -16 | -14 | -5 | 2 | -4 | -0.5 | -8 | -14

Reprinted at random: 2 compounds from above, in no set order.
SMILES | Peg3 prom inh | MITF TRPM1 inh | NR2E3 ag-1 | Cardio protect | HIF-2a block | HTR2A ag | NR2E3 ag-2 | CaV13 FRET inh | iPSC survival up | PDI inh | Shn3 3UTR inh
CC1(C)CC(=O)C2=C(C1)N(c1ccc(F)cc1)C(=O)C2(NC(=O)c1ccccc1F)C(F)(F)F (stereo not given) | 0 | -5 | -7 | 6 | 17 | 2 | 5 | -4 | -0.1 | -4 | -34
CCOc1ccc(NC(=O)c2cn(-c3ccc(OCC)cc3)c(=O)c3cc(OC)c(OC)cc23)cc1 | 10 | 24 | -2 | 8 | 10 | -5 | -5 | -3 | -1.4 | 1 | 12
